# Source: PubChem BioAssay (National Center for Advancing Translational Sciences (NCATS))
# CCT modulator: cytosolic chaperonin activity modulation | purified chaperonin ATPase assay, HTRF ADP detection, 30 min | activity change, % (no concentration beside the values), hits read low | 0.3% of 360,000 active; in the data active means activity change below about -30%; further: on the % scale 0 is the no-effect control and ±100 the full control effect
#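 Nucleotide hydrolysis assay: TRiC at 20–40 nM final (set by batch activity) with 10 uM ATP, 30 min at 37 °C, in presence of 76 uM compound. Detection by competitive ADP HTRF, 30 min ambient.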
# S2 tox: reduces viability in counter-screen for ATXN expression inhibitors; 0.49% of 400,000 active; Potency, µM (highest dose often 56.7 µM), usual class: cytotoxic; AID 651635; S2 cells (HEK-293 line with an ATXN2-luciferase reporter) viability, CellTiter-Fluor protease fluorescence, 24 h; further: potency means the concentration at half of the fitted maximal effect; nearly all actives have a fitted effect of over 40% in size
# Nrf2 activator: Nrf2 pathway activation; AREc32 ARE-luciferase reporter (MCF7-derived line), luminescence, 24 h; 0.31% of 410,000 active; Potency, µM (highest dose often 46.1 µM), without a hit: top-dose activation, usual class: activators; further: potency means the concentration at half of the fitted maximal effect; % of control where 0% means no effect; nearly all actives have a fitted effect of over 65% in size
#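 AREc32 cells carrying an ARE-driven firefly luciferase reporter were seeded at 1000 cells/well in OPTI-MEM with 5% FBS, then exposed to compound for 24 hr at 37 deg C. Luminescence was read with Steady-Glo after 30 min at RT.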
# Akt phos inh: inhibitors of Akt phosphorylation; Neuro2A IGF-stimulated pAkt S473 HTRF, 20 min; active compounds read low; activity change, % for hits at 50 µM; 0.32% of 360,000 active; in the data active means activity change below about -80%; inconclusive means mostly about -51% to -80%; further: on the % scale 0 is the no-effect control and ±100 the full control effect
#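 Neuro2A cells (4,500/well, DMEM with 0.5% FBS) were treated with compound at a single 50 µM final concentration, stimulated with 6 nM IGF for 20 min at 37 °C, and lysed. Phospho-Akt Ser473 was read by HTRF as 665/615 ratio ×10^4.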
# Mm-Cpn inhibitor: inhibitors of Methanococcus maripaludis chaperonin (MmCpn) | Potency, µM (titrated, usually from 76.9 µM), without a hit: at the highest dose activity, negative = inhibition, actives largely listed as inhibitors | 0.031% of 330,000 active | AID 504842 | purified Mm-Cpn ATPase, ADP Transcreener TR-FRET; further: potency means the concentration at half of the fitted maximal effect; on the % scale 0 is the no-effect control and ±100 the full control effect; nearly all actives have a fitted effect of over 80% in size
#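 25 nM Mm-CPN + cpd, 10 min 37°C; + 10 uM ATP, 30 min 37°C; buffer 30 mM Tris pH 7.4, 100 mM KCl, 5 mM MgCl2, 1 mM DTT; Transcreener ADP HTRF detection 30 min RT.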
# TGFb SMAD3 inh: blocks TGF-b signaling; HepG2 CAGA-GFP TGF-b/SMAD3 reporter, GFP fluorescence, 18 h; TGF-beta stimulated, 500 pg/mL final; Potency, µM (titrated, usually from 46.1 µM), for the others: top-dose activity, negative = inhibition, hits mostly inhibitors; 1.2% of 410,000 active; further: potency means the concentration at half of the fitted maximal effect; on the % scale 0 is the no-effect control and ±100 the full control effect; nearly all actives have a fitted effect of over 65% in size
#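 First, reporter cells (HEPG2 CAGA-GFP) rested 2 h at 37 degrees C. Next, compounds were pinned in and TGF-beta added to 500 pg/mL final. After 18 h, GFP was imaged per cell and summed per well.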
# Nrf2 block: blocks Nrf2 signaling | 2.1% of 360,000 active | A549 ARE-Fluc reporter, luciferase luminescence, 18-24 h | Potency, µM (doses to about 46 µM), without a hit: at the top dose activity change, negative = inhibition, usual class: inhibitors; further: potency means the concentration at half of the fitted maximal effect; on the % scale 0 is the no-effect control and ±100 the full control effect; nearly all actives have a fitted effect of over 60% in size
#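 Cells were seeded and rested 2 h, then exposed to compounds for 18-24 h. CellTiter-Fluor was read first as a viability measure. BugLite was added 15 min before the final luminescent read of ARE-luciferase activity in A549 cells.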
# HepG2 viability: HepG2 cytotoxicity, counter-screen for TGF-b inhibitors | Potency, µM (series often up to 46.1 µM), for inactives: top-dose activity change, negative = cytotoxicity, most hits filed as cytotoxic | 0.76% of 410,000 active | HepG2 CAGA-GFP viability, ATP luminescence, 18 h; further: potency means the concentration at half of the fitted maximal effect; some results filed as inactive show a strong effect at the top dose
#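 HepG2 CAGA-GFP cells (1000/well, DMEM with 1% FBS) received compound, then TGF-beta at 500 pg/mL final, and were incubated 18 hours at 37 degrees C. Viability was read by CellTiter-Glo luminescence. Media-only wells were set as complete cell-killing and DMSO as no toxicity.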
# A549 tox: A549 cytotoxicity, counter-screen for Nrf2 inhibitors; A549 ARE-Fluc cells, CellTiter-Fluor viability, 18-24 h; Potency, µM (titrated, usually from 46 µM), without a hit: at the top dose activity change, negative = cytotoxicity, most hits filed as inhibitors; 0.16% of 390,000 active; further: potency means the concentration at half of the fitted maximal effect; on the % scale 0 is the no-effect control and ±100 the full control effect
#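 Cytotoxicity counterscreen: CellTiter-Fluor fluorescence was measured in A549 ARE_Fluc cells after 18-24 h of compound exposure in a concentration series. The subsequent BugLite luminescent read reports ARE-luciferase activity.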
# Active calls of the source: *; i = inactive; ? = inconclusive; . = not tested or not shown. Unless noted, the call rests on the fitted dose curve; in most records, active means well fitted curve in the direction sought with a large enough effect; inconclusive means small, poorly fitted or top-dose-only effect, or another doubt; inactive means no such curve, though single readings can be large; an effect the other way counts as inactive or inconclusive. An unsorted share of the library. Share with any hit: about 4.4%.
SMILES,CCT modulator,S2 tox,Nrf2 activator,Akt phos inh,Mm-Cpn inhibitor,TGFb SMAD3 inh,Nrf2 block,HepG2 viability,A549 tox
O=C(C1CC1)N1CCc2cc(S(=O)(=O)NC3CCN(Cc4ccccc4)CC3)ccc21,0.6,i,2.0%,i,?,-4%,?,-3%,2%
CNC(=O)Oc1ccc2c(c1)[C@]1(C)CCN(C)C1N2C (stereo partly specified),-3.6,i,0.3%,i,-2%,11%,-14%,3%,1%
O=C(CSc1nc2ccccc2nc1Cc1ccc(Cl)cc1)N1CCN(c2ccccc2)CC1,.,i,-1.1%,.,.,-8%,.,-24%,15%
O=C(c1ccc(F)cc1)N(C(=O)c1ccc(F)cc1)c1ncccn1,-1.1,i,0.3%,i,2%,1%,19%,1%,1%
COc1cc2nc(CC(C)C)n(NC(=O)c3ccccc3Br)c(=O)c2cc1OC,-1.1,i,2.6%,i,0%,-26%,2%,-16%,-5%
O=S(=O)(Nc1nc2ccccc2nc1Cl)c1ccccc1,0.1,i,-0.1%,i,-7%,?,?,-24%,-3%
Cc1ccccc1CSc1nc(-c2ccccc2)cc(=O)[nH]1,-7.7,i,0.2%,i,0%,6%,3%,10%,7%
Cc1onc(-c2ccccc2Cl)c1C(=O)N1C=CC(C(F)(F)Cl)=NCC1,1.6,i,-0.4%,i,0%,-2%,-11%,-16%,-1%
COc1cc(C(=O)N2CCN(C3CCCCC3)CC2)cc(OC)c1OC,-0.5,i,-0.3%,i,-3%,-2%,-2%,2%,-2%
O=C(Nc1ccc(Cl)cc1)Nc1nnc(CSc2ccc(Cl)cc2)s1,-1.2,?,-0.6%,i,-2%,-8%,1%,-1%,-7%
Brc1ccc(/C=N/c2nc3ccccc3n2CCN2CCOCC2)cc1,-1.3,i,3.9%,i,2%,0%,13%,14%,14%
COc1ccc2c(c1)c1ncn(Cc3ccco3)c(=O)c1n2C,-29,i,12%,i,-8%,-2%,8%,4%,-1%
Cn1c(=O)cc(OCC(=O)NCc2cccs2)c2ccccc21,-2.8,i,7.4%,i,2%,1%,?,1%,0%
CCCCn1nnnc1NCc1cc(OC)c(OC)c(OC)c1,-0.5,i,-0.3%,i,1%,8%,-34%,-15%,2%
N#CCC(=O)NC(=O)NCC1CC1,-1.0,i,1.1%,i,2%,-12%,-5%,-5%,-1%
O=C(/C=C/c1ccco1)OCC1CCCN2CCCCC12 (stereo unspecified),3.1,i,20%,i,1%,3%,?,-2%,-15%
COc1cccc(-c2cccc(-c3nc(C(=O)NCc4ccc(Oc5ccccc5)cc4)cc4c3[C@H](CCO)N(S(=O)C(C)(C)C)C4)c2)c1 (stereo partly specified),0.6,?,9.4%,i,.,?,.,-102%,.
O=C(NCc1ccccn1)[C@@H]1CCCN1C(=O)[C@@H]1CCCN1C(=O)c1cccc(Cl)c1,-1.7,i,0.2%,i,.,.,.,.,.
Cc1sc2ncnc(N3CCC(C(=O)Nc4ccc(Br)cc4Br)CC3)c2c1C,-1.7,i,0.3%,i,?,-21%,21µM*,-3%,-13%
Cc1cc(-c2ccc(C(C)C)c(S(=O)(=O)Nc3ccccn3)c2)on1,2.1,i,-0.2%,i,-2%,6%,6%,-10%,-1%
CCCCn1cnc2cc(C)c(C)cc21,2.2,i,1.8%,i,-9%,4%,-10%,0%,3%
Nc1ncnc2c1ncn2[C@@H]1O[C@H](C(=O)NS(=O)(=O)c2cccs2)[C@@H](O)[C@H]1O,0.8,i,-1.2%,i,.,14%,.,-1%,.
CCOc1ccc(C2N(c3ccc(F)cc3)C(=O)C3CCCN32)cc1 (stereo unspecified),-0.8,i,-0.7%,i,0%,1%,7%,-3%,6%
CC(C)C(=O)N1CCN(c2ccccc2NC(=O)c2ccc([N+](=O)[O-])o2)CC1,-1.2,?,?,i,-1%,?,-1%,-91%,-8%
CCOc1ccc(-c2noc(CCC(=O)NC3CCCC3)n2)cc1OC,-2.0,i,2.6%,i,0%,18%,-18%,-6%,1%

# Among those listed so far, these contain an aryl thioether with sulfur outside any ring.
SMILES,CCT modulator,S2 tox,Nrf2 activator,Akt phos inh,Mm-Cpn inhibitor,TGFb SMAD3 inh,Nrf2 block,HepG2 viability,A549 tox
O=C(CSc1nc2ccccc2nc1Cc1ccc(Cl)cc1)N1CCN(c2ccccc2)CC1,.,i,-1.1%,.,.,-8%,.,-24%,15%
Cc1ccccc1CSc1nc(-c2ccccc2)cc(=O)[nH]1,-7.7,i,0.2%,i,0%,6%,3%,10%,7%
O=C(Nc1ccc(Cl)cc1)Nc1nnc(CSc2ccc(Cl)cc2)s1,-1.2,?,-0.6%,i,-2%,-8%,1%,-1%,-7%

# Additional structures:
SMILES,CCT modulator,S2 tox,Nrf2 activator,Akt phos inh,Mm-Cpn inhibitor,TGFb SMAD3 inh,Nrf2 block,HepG2 viability,A549 tox
CC(C)NC(=S)NN=C1CCCCCCCCCCC1,0.0,i,0.7%,i,-3%,?,-21%,3%,2%
COc1ccc(NC(=O)c2c3c(nc4ccccc24)CCN(Cc2ccccc2)C3)c(OC)c1,0.5,?,0.2%,i,0%,?,-14%,-22%,-18%
CC(C)c1ccc(OCC(O)CN2CCN(c3ccccn3)CC2)cc1 (stereo unspecified),2.1,i,1.0%,i,-8%,-22%,-20%,-46%,2%
Cc1nonc1CN(C)C(=O)CC1C(=O)NCCN1Cc1cccc(C(F)(F)F)c1 (stereo unspecified),-1.4,i,-0.3%,i,0%,11%,-14%,-17%,0%
O=C(O)C1=CC[C@@H](c2ccc(Cl)cc2)N(S(=O)(=O)c2ccc(Cl)cc2)[C@H]1c1ccc(Br)cc1,1.4,i,0.6%,i,5%,13µM*,?,-89%,-19%
Cc1cccc(N2CCN(C3(c4ccccc4)C(=O)c4ccccc4C3=O)CC2)c1C,.,i,0.4%,.,.,-6%,6%,-13%,3%
CC(C)C(=O)N1CCC1(C)C(=O)Nc1ccc(-n2cncn2)cc1 (stereo unspecified),-0.3,i,-0.9%,i,.,-3%,.,-7%,.
COc1ccc(S(=O)(=O)N2CCC(C(=O)NCCC3=CCCCC3)CC2)cc1C,-3.8,i,-0.1%,.,2%,-18%,-5%,3%,-5%
COc1ccc(NS(=O)(=O)c2c(C)n(C)c(=O)n(C)c2=O)cc1,-0.7,?,-1.1%,i,0%,7%,-6%,0%,0%
OC(CNCC#Cc1ccccc1)c1ccccc1 (stereo unspecified),1.5,i,0.0%,i,-1%,-8%,7%,-23%,-1%
COc1ccc(C(=O)NC=C2C(=O)OC(C)(C)OC2=O)cc1,1.2,i,0.0%,i,2%,-9%,8%,2%,-4%
CCOc1ccc(C(=O)NCC(=O)NCC(c2ccco2)N2CCCCC2)cc1 (stereo unspecified),0.8,?,0.5%,i,-7%,2%,19%,10%,-10%
COc1ccccc1C(=O)OCC(=O)NC1CCCC1,-2.5,i,0.3%,i,3%,5%,?,-3%,-2%
Cc1cc(N2CCOCC2)n2nc(C)c(-c3ccc(Cl)cc3)c2n1,0.7,i,0.2%,i,1%,10%,13%,4%,5%
O=C(Nc1ccccc1)C1CCCCC1,2.6,i,-0.5%,i,-1%,0%,1%,4%,-13%
Nc1n[nH]c2cc(=O)n(-c3ccc(Cl)cc3)nc12,0.7,i,0.3%,i,0%,1%,-9%,28%,-5%
CCN(CCn1cccn1)Cc1cn[nH]c1-c1cccc2ccccc12,-2.6,i,0.7%,i,-3%,-1%,9%,-2%,8%
CC(C)(C)c1ccc(C(=O)N2CCC(C(=O)N3CCCCC3)CC2)cc1,0.3,i,1.8%,i,-1%,-22%,21%,-112%,-6%
CC1(C(=O)NS(=O)(=O)c2ccccc2Cl)CCN1C(=O)CC1CC1 (stereo unspecified),-1.1,i,-0.6%,i,.,-3%,.,-38%,.
NS(=O)(=O)c1ccc(NC(=O)CN2CCN(S(=O)(=O)c3ccc(F)cc3)CC2)cc1,-1.1,i,0.2%,i,-3%,3%,10%,-1%,-3%
CC(C)(C)c1ccc(C(=O)c2c[nH]c(C(=O)NCCc3ccccn3)c2)cc1,-0.3,i,2.5%,i,0%,-6%,9%,1%,2%
CCn1c(-c2ccc(N(C)C)cc2)nc2ccccc21,1.8,i,-0.1%,i,-4%,?,?,-33%,-19%
CC(=O)c1ccc(OCc2cc(C(=O)NC(C)c3cnn(C)c3)no2)cc1 (stereo unspecified),0.8,i,2.8%,i,0%,-2%,?,7%,-2%
O=C(Cc1c(F)cccc1Cl)NCC1CCCO1 (stereo unspecified),-0.9,i,0.1%,i,0%,2%,2%,-7%,1%
NC1=C(c2ccc([N+](=O)[O-])cc2)C(=O)CO1,0.2,i,-0.3%,i,0%,5%,-9%,3%,-9%
CCOCC(=O)NCc1ccc2c(c1)cc(C)n2C,-1.0,i,0.1%,i,-1%,-22%,-13%,-40%,0%
CN1CCN(c2ccc(Cl)cc2NC(=O)c2cc(=O)[nH]c3ccccc23)CC1,-1.5,i,7.0%,i,1%,6%,-3%,-34%,4%
O=C(C1CCC(=O)N(C2CC2)C1)N1CCC(Oc2cccc(C(F)(F)F)c2)CC1 (stereo unspecified),0.9,i,0.2%,i,-1%,-12%,?,-1%,-6%
COc1ccccc1-c1nnc(SCC(=O)Nc2ccc(N3CCOCC3)cc2)n1N,3.2,i,-0.2%,i,-1%,8%,28%,0%,1%
CN1CCN(C(=O)c2cc3c(ccc4ccccc43)oc2=O)CC1,-0.7,i,-0.1%,i,-3%,-2%,?,-17%,-10%

# Reprinted at random: two compounds from above.
SMILES,CCT modulator,S2 tox,Nrf2 activator,Akt phos inh,Mm-Cpn inhibitor,TGFb SMAD3 inh,Nrf2 block,HepG2 viability,A549 tox
Nc1n[nH]c2cc(=O)n(-c3ccc(Cl)cc3)nc12,0.7,i,0.3%,i,0%,1%,-9%,28%,-5%
CCn1c(-c2ccc(N(C)C)cc2)nc2ccccc21,1.8,i,-0.1%,i,-4%,?,?,-33%,-19%
